BoNT A protease = BoNT A light chain protease inhibition. multiplex microsphere protease substrate cleavage, flow cytometry. inhibition, % at 10 µM. 360,000 tested, 0.17% active; also: plate controls were buffer without enzyme for full effect and enzyme alone for no effect
PrPC surface inh = inhibitors of human cell surface prion protein PrPC; P04156; TR-FRET read-out; inhibition, % at 13.8 µM; 370,000 tested, 0.43% active; AID 720596; in the data active = inhibition above about 24%; also: 0% = median of the test wells and 100% = reference compound wells
SSB-PriA inh = K. pneumoniae PriA-SSBct interaction inhibition; AlphaScreen SSBct-PriA binding, biotinylated peptide; inhibition, % at 33 µM; AID 1272365; 430,000 tested, 0.6% active; in the data active = inhibition mostly above about 37%, no sharp cut-off; inactive = mostly below about 20%;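 also: plate controls were negative control peptide for no effect and reference peptide for full effect; strong numbers were not always called active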
PfHsp40 rescue = compounds rescuing yeast from Plasmodium falciparum HSP40 toxicity; S. cerevisiae expressing PfHsp40, growth rescue, ATP luminescence; growth rescue, % at 12.5 µM; 340,000 tested, 0.68% active; AID 504582; in the data active = growth rescue above about 28%, passing the limit was not always enough;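 also: yeast W303a lacking pdr1 and pdr3 grown in galactose medium; growth measured after three days at 30 °C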
TcdB GH inh = TcdB glycohydrolase inhibition | P18177 | inhibition, % at 9.99 µM | AID 652162 | TcdB glycohydrolase enzymatic assay, plate reader | 350,000 tested, 0.24% active; in the data active = inhibition above about 10%
Target sequence (P18177 whole entry, looked up): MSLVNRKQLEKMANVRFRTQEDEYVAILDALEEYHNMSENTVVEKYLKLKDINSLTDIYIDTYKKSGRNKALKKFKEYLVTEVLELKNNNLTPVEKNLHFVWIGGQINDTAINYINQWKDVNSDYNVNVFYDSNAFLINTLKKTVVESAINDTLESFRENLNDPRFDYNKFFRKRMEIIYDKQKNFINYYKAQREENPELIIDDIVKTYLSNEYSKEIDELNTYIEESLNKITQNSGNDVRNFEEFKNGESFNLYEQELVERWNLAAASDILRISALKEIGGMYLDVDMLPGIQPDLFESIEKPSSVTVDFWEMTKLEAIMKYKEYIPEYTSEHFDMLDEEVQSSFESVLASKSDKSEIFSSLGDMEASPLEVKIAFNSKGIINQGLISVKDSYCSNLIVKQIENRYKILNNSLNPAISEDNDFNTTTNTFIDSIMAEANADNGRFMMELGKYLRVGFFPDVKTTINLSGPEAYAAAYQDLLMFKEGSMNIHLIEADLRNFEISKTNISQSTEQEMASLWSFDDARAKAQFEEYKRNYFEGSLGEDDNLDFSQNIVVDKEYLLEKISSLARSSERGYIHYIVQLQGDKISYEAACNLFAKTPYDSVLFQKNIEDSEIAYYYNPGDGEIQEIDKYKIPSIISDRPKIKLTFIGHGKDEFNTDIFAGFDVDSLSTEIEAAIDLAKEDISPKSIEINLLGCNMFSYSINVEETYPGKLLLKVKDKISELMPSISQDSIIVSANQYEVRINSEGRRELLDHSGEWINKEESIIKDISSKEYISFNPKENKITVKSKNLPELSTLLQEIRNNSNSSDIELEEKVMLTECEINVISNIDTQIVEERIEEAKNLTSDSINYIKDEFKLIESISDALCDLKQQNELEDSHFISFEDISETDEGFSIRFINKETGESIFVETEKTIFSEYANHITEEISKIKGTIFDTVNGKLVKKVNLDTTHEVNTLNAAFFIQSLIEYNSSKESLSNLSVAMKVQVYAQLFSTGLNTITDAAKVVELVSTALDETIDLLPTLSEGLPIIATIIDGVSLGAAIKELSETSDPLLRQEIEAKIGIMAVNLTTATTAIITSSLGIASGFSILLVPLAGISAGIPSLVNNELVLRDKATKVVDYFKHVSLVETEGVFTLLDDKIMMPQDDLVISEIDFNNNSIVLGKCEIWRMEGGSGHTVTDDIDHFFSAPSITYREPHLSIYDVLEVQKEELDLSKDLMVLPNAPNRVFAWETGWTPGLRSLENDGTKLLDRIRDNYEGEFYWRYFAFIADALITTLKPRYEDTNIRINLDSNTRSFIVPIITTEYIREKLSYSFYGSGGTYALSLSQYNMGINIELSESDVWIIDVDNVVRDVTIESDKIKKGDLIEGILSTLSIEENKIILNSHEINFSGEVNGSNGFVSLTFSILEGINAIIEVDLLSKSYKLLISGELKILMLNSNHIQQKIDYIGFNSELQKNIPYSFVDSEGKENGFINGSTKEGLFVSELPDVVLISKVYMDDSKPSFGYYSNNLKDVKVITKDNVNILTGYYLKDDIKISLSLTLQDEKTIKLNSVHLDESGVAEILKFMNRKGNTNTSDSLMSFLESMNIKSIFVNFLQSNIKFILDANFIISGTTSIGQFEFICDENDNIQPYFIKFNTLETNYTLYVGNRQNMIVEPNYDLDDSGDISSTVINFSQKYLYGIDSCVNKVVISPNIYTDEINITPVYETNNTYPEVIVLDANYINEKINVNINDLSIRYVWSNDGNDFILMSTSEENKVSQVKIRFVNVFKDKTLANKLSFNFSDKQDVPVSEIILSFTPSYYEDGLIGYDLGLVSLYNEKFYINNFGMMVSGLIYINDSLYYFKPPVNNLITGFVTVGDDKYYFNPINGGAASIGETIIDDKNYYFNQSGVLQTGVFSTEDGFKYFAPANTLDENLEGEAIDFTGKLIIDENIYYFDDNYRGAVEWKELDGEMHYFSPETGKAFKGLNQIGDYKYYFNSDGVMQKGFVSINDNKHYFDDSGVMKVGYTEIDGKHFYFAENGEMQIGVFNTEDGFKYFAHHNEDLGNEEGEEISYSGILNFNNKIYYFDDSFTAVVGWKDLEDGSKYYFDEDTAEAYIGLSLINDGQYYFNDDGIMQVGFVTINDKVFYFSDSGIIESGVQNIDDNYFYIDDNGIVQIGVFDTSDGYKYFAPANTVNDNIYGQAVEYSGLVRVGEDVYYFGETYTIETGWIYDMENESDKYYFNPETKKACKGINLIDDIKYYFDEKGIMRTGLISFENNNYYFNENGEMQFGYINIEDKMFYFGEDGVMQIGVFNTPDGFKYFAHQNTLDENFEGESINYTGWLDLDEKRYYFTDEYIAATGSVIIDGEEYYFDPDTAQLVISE
3CLpro inhibitor = SARS-CoV 3CLpro protease inhibition; P0C6X7; recombinant SARS-CoV 3CLpro, quenched FRET peptide cleavage; inhibition, % at 6 µM; 290,000 tested, 0.14% active; AID 1706; in the data active = inhibition above about 12%
Anthrax LF inh2 = anthrax lethal factor protease inhibition; P15917; inhibition, % at 10 µM; multiplex microsphere protease cleavage assay, LF; AID 588501; 360,000 tested, 0.12% active; also: plate controls were buffer without enzyme for full effect and enzyme alone for no effect
Yp Topo-I inh = Y. pestis Topo-I inhibition via cleavage products; 360,000 tested, 0.064% active; activity, % at 10 µM; Y. pestis Topo-I cleavage product accumulation, plate reader; in the data active = activity above about 50%, passing the limit was not always enough; also: inactives centre near 2
Vc quorum ag = induces V. cholerae light production without autoinducers; activation, % at 18.7 µM; V. cholerae BH1578 lux reporter, luminescence, 6 h; AID 588436; 350,000 tested, 0.16% active; in the data active = activation mostly above about 9.7%, no sharp cut-off; also: not every result past the cut was called active; inactives centre near 0; reference of the scale not given here
* hit, by the source's call; i = inactive; / = no result given. Rule as the data show it, unless noted: active = inhibition above about 30%; inconclusive = no clear call, values can overlap the other calls; inactive = below that. A portion of the library; rates above refer to the full screens.

Compound	BoNT A protease	PrPC surface inh	SSB-PriA inh	PfHsp40 rescue	TcdB GH inh	3CLpro inhibitor	Anthrax LF inh2	Yp Topo-I inh	Vc quorum ag
Cn1c(SCC(=O)Nc2cccc(F)c2)nc2c(c1=O)SCC2	-0.3	1	5	0.7	-0.4	3	2	1	0.0
COCCSc1ccccc1C(=O)Nc1ccccc1C#N	-0.6	-3	-9	-1.2	0.5	1	1	2	-0.3
CCn1c(N2CCN(S(=O)(=O)c3ccccc3)CC2)nc2ccccc21	-0.2	-6	-3	-0.8	0.7	-3	0	4	i
COc1ccc(-c2cn[nH]c2-c2ccc(OCc3ccc([N+](=O)[O-])cc3)cc2O)cc1OC	-0.3	-4	-8	0.4	-0.8	8	-10	-20	i
CCCC(=O)N(CCN1CCOCC1)c1nc2c(OC)ccc(C)c2s1	1.5	-5	3	0.3	1.2	-8	1	5	-0.6
Cc1cccc(-n2ncc3c(=O)[nH]c(SCC(=O)NCCC4=CCCCC4)nc32)c1	-0.3	2	-3	-0.9	-0.2	/	-10	4	i
C=CCSc1nc(N2CCOCC2)c2c(c1C#N)CC(C)(C)N(C)C2	/	-7	-6	-0.2	2.4	0	/	2	-0.7
O=C(Nc1cc(S(=O)(=O)N2CCOCC2)ccc1Cl)C(=O)c1c(-c2ccccc2)cc2ccccn12	1.0	4	21	66*	/	4	1	22	-0.7
COc1ccc(NS(=O)(=O)c2cc([N+](=O)[O-])ccc2N/N=C/c2c(C)[nH]c3ccccc23)cc1	1.6	3	i	0.3	0.3	/	-52	-1	-5.6
O=C(/C=C/NCc1cccnc1)c1ccc(-c2ccccc2)cc1	-1.6	-3	1	114*	0.6	-7	-4	-8	-0.4
OC(c1ccccc1)c1nc(/C=C/c2ccc(C(F)(F)F)cc2)cs1 (stereo not drawn)	0.0	-5	/	/	1.1	/	2	14	-1.2
COc1cc2[nH]c(=O)n(CCCCCC(=O)NC3CCCC3)c(=O)c2cc1OC	-1.8	-10	-5	-0.3	1.2	-6	-1	-1	-0.4
Cc1c(N/N=C(\C#N)C(=O)c2ccccc2)c(=O)n(-c2ccccc2)n1C	-1.7	14	/	0.0	1.2	-3	0	-7	-0.4
CCN(CC)C(=O)C(=O)c1cn(CC(=O)N2CCc3ccccc3C2)c2ccccc12	-0.6	-2	5	0.7	1.0	-1	3	20	-0.2
Cc1nn(-c2ccc(F)cc2)c(Cl)c1/C=C(/CCC(=O)O)c1nc2ccccc2s1	-0.5	8	0	0.4	-2.4	/	1	25	i
Cn1nc(C(F)(F)F)c(-c2ccc(F)cc2)c1NC(=O)c1ccco1	/	4	3	-0.9	0.1	2	/	-3	-0.5
CCOC(=O)c1ccc(N2CSC3=C(C#N)C(c4ccc(OC)cc4OC)CC(=O)N3C2)cc1 (stereo not drawn)	-1.5	9	6	-0.6	-0.4	1	-14	14	-0.2
Cc1c(Br)c([N+](=O)[O-])nn1CCCC(=O)Nc1sc2c(c1C(N)=O)CCC(C)C2 (stereo not drawn)	-1.4	5	-6	0.6	/	0	0	-10	-1.0
CCOC(=O)Cn1cc(C=C2C(=O)N(C)C(=O)N(C)C2=O)c2ccccc21	-0.8	6	3	-0.9	0.2	2	22	-2	-0.8
O=C(/C=C/c1ccc(Cl)c([N+](=O)[O-])c1)Nc1cccc(NC(=O)c2ccco2)c1	-0.5	-24	16	0.4	1.6	0	-2	2	i
O=C(O)c1nnn(-c2ccc(F)cc2F)c1-c1ccccc1	-3.4	-3	-17	-0.5	-0.5	4	-2	4	-1.2
COc1ccc(N2CCC(CNC(=S)Nc3cc(C)cc(C)c3)C2)cc1 (stereo not drawn)	0.0	-4	17	1.0	-10	-5	-27	-15	i
Cc1c(NC(=O)c2cc(C3CC3)on2)c(=O)n(-c2ccccc2)n1C	-1.5	-5	-16	-0.6	1.8	3	1	-1	-0.2
O=C(Nc1ccc2c(c1)nc1n2CCN(C2CCCCC2)C1)c1ccco1	2.3	-4	4	-0.3	0.6	1	-23	1	i
COc1ccccc1C(=O)Oc1cc(N)n(S(=O)(=O)c2ccc(C)cc2)n1	0.0	10	-17	0.5	/	7	2	12	-0.9
CC1CCN(CC(=O)Nc2ccccc2C(=O)NC2CC2)CC1	0.1	-4	-7	-0.2	1.4	/	-5	5	-0.7
COc1ccc(/C=N/n2c(N)nc(-c3ccccc3)c2-c2ccccc2)cc1	-0.5	4	/	-0.4	/	-2	-3	4	1.0
COc1ccccc1NS(=O)(=O)c1cccc(NC(=O)C2CC(=O)N(Cc3ccccc3)C2)c1 (stereo not drawn)	0.4	-3	-1	0.8	2.1	2	-3	25	i
O=C(CSCc1ccccc1)NCCCN1CCOCC1	0.1	-4	-2	-1.2	0.0	-5	-2	0	-0.2
Cc1ccccc1CNC(=O)CCCn1ncn2c(cc3occc32)c1=O	1.4	1	-12	-0.4	-4.1	-3	2	2	i
O=C(c1ccc2c3c(cccc13)CC2)N1CCN(c2ncccn2)CC1	-0.4	-1	4	-0.9	0.9	-1	-4	13	i
COCCNc1nc(N)c([N+](=O)[O-])c(NC2CCCCC2)n1	-0.5	7	-2	10	1.2	-4	-3	7	0.7
O=C(CSc1nc(O)cc(=O)n1-c1ccccc1)N1CCCCC1	-0.5	/	-11	0.6	1.0	0	-3	6	i
COc1ccc(CCNC(=O)CN2C(=O)CSc3ccc(S(=O)(=O)N4CCOCC4)cc32)cc1OC	1.1	3	-5	0.2	-0.7	2	-2	-4	-0.3
O=C(O)c1cc(Nc2nc(N3CCOCC3)nc(N3CCOCC3)n2)ccc1Cl	0.1	-3	-12	-0.3	/	2	-2	-10	-0.3
Cc1ccc(-n2nnnc2-c2cnc(-c3cccnc3)nc2C(F)(F)F)cc1	-0.1	0	0	1.5	/	-3	1	-16	-3.2
O=C(NC(=S)N1CCN(c2c(Cl)cccc2[N+](=O)[O-])CC1)c1cccs1	-0.7	0	15	6.1	/	3	4	-1	i
CCCC(C)NC(=O)CN1C(=O)NC2(CCc3ccccc32)C1=O (stereo not drawn)	1.1	-4	-7	1.7	-0.5	0	-3	6	i
COc1ccccc1C(C)NCC(=O)NCC(=O)Nc1ccc(F)c(F)c1F (stereo not drawn)	-0.1	-7	-14	-1.3	0.3	4	1	-1	-0.8
CCOc1ccc(/C=C/c2[nH]c(=O)[nH]c(=O)c2[N+](=O)[O-])cc1	-3.0	-7	-5	0.3	-3.8	-8	3	5	-2.0
Cc1nc2cc(-c3cccs3)[nH]n2c(=O)c1C	4.4	/	-4	17	1.9	1	-7	8	i
CCC(=O)N1CCc2cc(S(=O)(=O)CCC(=O)N3CCc4ccccc4C3)ccc21	-1.2	/	-19	-0.3	/	1	-6	12	i
CCCCCN(C(=O)NC(=O)Nc1ccccc1C)S(C)(=O)=O	-0.2	6	-2	-0.2	/	7	-5	5	i
Cc1ccc(F)cc1CNC(=O)C1CCC(=O)N(CCCN2CCCC2=O)C1 (stereo not drawn)	-4.3	-5	-18	-1.0	0.4	-3	-1	15	i
CN1C2CCC1CC(OC(=O)CCN1CCCC1)C2 (stereo not drawn)	0.3	-1	-8	0.7	/	-3	-4	-1	i
Cc1cc(C(=O)N2CCCC(Nc3ccc(F)cc3)C2)c(C)o1 (stereo not drawn)	0.0	0	-1	-2.3	1.6	-3	0	8	i
O=C(CS(=O)(=O)Cc1ccccc1)N1CCN(c2cccc(C(F)(F)F)c2)CC1	-0.1	4	-7	1.8	/	5	-16	-1	i
CC(=O)N1CCN(C(=O)CCC(=O)O)CC1	-2.8	4	-7	-0.9	2.0	2	3	6	2.1
CSc1ccc(CCNS(=O)(=O)c2c(C)[nH]c(C)c2C(=O)N2CCCCC2)cc1	1.0	0	20	-0.9	0.1	1	-1	-1	0.5
C=CCn1c(SCC(=O)Nc2cccc(OC)c2)nnc1-c1cccnc1	0.3	8	0	-1.1	-0.2	-6	3	-5	i
COc1ccc2c(c1)NP(=S)(c1ccccc1)N2 (stereo not drawn)	1.7	2	-5	0.2	-2.9	/	5	-17	-5.9
Cc1ccc(-n2cc(-c3ccccc3)c3c(N4CCOCC4)ncnc32)cc1	-0.3	-2	-6	1.2	-2.0	-1	-6	4	-0.4
Cc1nnc(SCC(=O)NC(=O)NC2CCCC2)n1N	-0.2	-9	-8	-0.3	/	-7	-1	-6	i
CCC1C(c2ccccc2)N(C)C(c2ccccc2)CC1(O)c1ccccc1 (stereo not drawn)	-0.7	0	7	-0.1	1.3	2	-2	-4	-0.1
Cc1ccc(NC(=O)CN(C)C(=O)CSc2nc3ccccc3c(=O)n2CCO)cc1	-0.3	5	0	-1.1	1.3	/	-2	9	i
COC(=O)[C@@H](Cc1ccccc1)NC(=O)Cn1cnc2c(SC)nc(N)nc21	-0.6	0	-2	-0.9	2.0	/	3	-1	i
CCOC(=O)CC(C#N)c1cn(C)c2ccccc12 (stereo not drawn)	1.7	5	-6	-0.8	/	3	-3	-11	i
COCCN=C1Sc2nc3ccc(C)cc3cc2CN1Cc1ccco1	0.4	-1	0	0.6	/	5	-4	30	i
COc1ccccc1NC(=O)c1ccc(NS(=O)(=O)c2c(C)noc2C)cc1	-0.9	1	-10	0.6	/	6	-2	11	i
O=C(CN1C(=O)NC2(CCCC2)C1=O)Nc1ccc(S(=O)(=O)N2CCOCC2)cc1	0.3	6	-8	-1.8	-0.6	-2	-5	-4	-0.2

Next structures follow:
Compound	BoNT A protease	PrPC surface inh	SSB-PriA inh	PfHsp40 rescue	TcdB GH inh	3CLpro inhibitor	Anthrax LF inh2	Yp Topo-I inh	Vc quorum ag
CC(C)N1CCc2[nH]c(=S)[nH]c(=O)c2C1	-0.9	2	-9	-0.9	/	-2	-2	-2	-0.3
CC(O)C(=O)N/N=C/c1ccccc1C(=O)O (stereo not drawn)	-1.4	-6	/	-1.6	0.7	0	7	5	i
Cc1ccc(O)c(CNc2nc3ccccc3[nH]2)c1	-2.2	0	-4	-0.2	0.5	0	-6	-4	-0.4
CN(C(=O)CCN1C(=O)c2ccccc2C1=O)c1ccccc1	-1.6	-5	1	0.0	2.1	1	0	1	-0.8
Cc1ccc(C(=O)O)cc1Nc1ncnc2sc3c(c12)CCC3	-1.6	-5	1	0.4	0.3	2	-4	1	i
COCCCNC(=O)c1ccc(CNS(=O)(=O)c2ccc(NC(C)=O)cc2)cc1	-0.6	-7	2	-1.0	/	2	0	2	0.1
CCOC(=O)c1sc(NC(=O)C2CSC3(C)CCC(=O)N23)nc1C (stereo not drawn)	0.5	-4	-7	0.6	-2.3	/	0	-8	i
CN(C)C(=O)CSc1cnc2ccccc2n1	-1.1	-1	-9	-1.4	-0.4	1	-1	-11	-2.0
O=C(/C=C/c1ccc(F)cc1)Nc1ccc(S(=O)(=O)Nc2ncccn2)cc1	-1.3	-4	-4	-0.2	-0.1	0	-7	2	-0.1
COCCN1C(=O)N[C@@H](c2cccs2)C(C(C)=O)=C1C	0.3	1	0	-1.6	0.8	/	-5	-5	i
CC(c1ccco1)N(C(=O)C12CC3CC(CC(C)(C3)C1)C2)c1ccccn1 (stereo not drawn)	-1.1	-4	-4	2.4	/	-1	-4	18	4.2
CCOc1ncccc1C(=O)N1CCCSC1=Nc1ccc(C(C)=O)cc1	0.5	6	-9	0.8	0.7	7	4	3	3.0
COC(=O)c1cccc(C(=O)N2CCC(CO)(CCc3ccccc3)CC2)c1	0.5	-2	-1	-1.3	0.8	-1	9	23	1.0
COc1ccc(CC2(CO)CCN(S(=O)(=O)c3cccc4cccnc34)CC2)cc1	0.7	7	0	1.3	3.0	-6	16	4	4.5
Cc1ccc(S(=O)(=O)N2CCOCC2)cc1NC(=O)CN(C)CC(=O)Nc1cccc(F)c1	0.0	-4	/	/	1.0	/	2	9	-0.8
O=C(Nc1ccccc1-c1ccccc1)c1cnccn1	1.4	1	-29	1.8	/	1	-4	-1	5.9

Compound activity: PubChem, several laboratories
